Screening data as filed in PubChem BioAssay.
JMJD2A Tudor: inhibitors of human JMJD2A Tudor domain; AlphaScreen JMJD2A-Tudor / H3K4me3 peptide binding; Potency, µM (highest dose often 114 µM), without a hit: top-dose activity change, negative = inhibition, actives largely listed as inhibitors; hit rate 4.4% among 390,000; AID 504339; also: % is scaled to controls: 0 for no effect and ±100 for the full control effect; nearly all actives have a fitted effect of over 50% in size
G9a block: G9a (human) methyltransferase inhibition; Q96KQ7; G9a H3K9 monomethylation, AlphaScreen, 2 h; Potency, µM (doses to about 102 µM), for inactives: at the top dose activity, negative = inhibition, actives largely listed as inhibitors; hit rate 8.8% among 350,000; AID 504332; also: % is scaled to controls: 0 for no effect and ±100 for the full control effect; nearly all actives have a fitted effect of over 75% in size
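Using a bead-based AlphaScreen, monomethylated H3K9 product from 2 h room-temperature reactions (G9a 20 nM, peptide 500 nM, SAM 20 uM) was detected with 0.5 ug/mL rabbit anti-H3K9me1 antibody.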
BLM inh: inhibitors of human Bloom syndrome helicase BLM. P54132. recombinant BLM DNA unwinding, fluorescence dequenching. Potency, µM (series often up to 56.1 µM), for inactives: top-dose activity change, negative = inhibition, most hits filed as inhibitors. hit rate 0.2% among 350,000. AID 2528;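 also: plate controls were vehicle for no effect and no enzyme for full effect; nearly all actives have a fitted effect of over 35% in size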
APEX1 inh: inhibitors of human APE1 endonuclease; recombinant APE1, TAMRA/BHQ-2 abasic DNA cleavage fluorescence; Potency, µM (titrated, usually from 65.8 µM), for inactives: at the highest dose activity change, negative = inhibition, actives largely listed as inhibitors; hit rate 0.35% among 350,000;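 also: plate controls were vehicle for no effect and reference inhibitor for full effect; nearly all actives have a fitted effect of over 55% in size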
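Quantitative HTS: incision of a TAMRA/BHQ-2 double-stranded substrate bearing a tetrahydrofuran abasic site by 0.75 nM APE1 raises fluorescence. Substrate 50 nM final, added after 15 min compound preincubation at room temperature; progress as third-minus-first kinetic read difference.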
Pol kappa inh: inhibitors of human DNA polymerase kappa; Q9UBT6; purified Pol kappa, fluorescent DNA synthesis assay, 10 min; Potency, µM (highest dose often 107 µM), for inactives: top-dose activity, negative = inhibition, usual class: inhibitors; hit rate 0.53% among 400,000; AID 588579; also: % is scaled to controls: 0 for no effect and ±100 for the full control effect
Target sequence (Q9UBT6 whole entry, looked up): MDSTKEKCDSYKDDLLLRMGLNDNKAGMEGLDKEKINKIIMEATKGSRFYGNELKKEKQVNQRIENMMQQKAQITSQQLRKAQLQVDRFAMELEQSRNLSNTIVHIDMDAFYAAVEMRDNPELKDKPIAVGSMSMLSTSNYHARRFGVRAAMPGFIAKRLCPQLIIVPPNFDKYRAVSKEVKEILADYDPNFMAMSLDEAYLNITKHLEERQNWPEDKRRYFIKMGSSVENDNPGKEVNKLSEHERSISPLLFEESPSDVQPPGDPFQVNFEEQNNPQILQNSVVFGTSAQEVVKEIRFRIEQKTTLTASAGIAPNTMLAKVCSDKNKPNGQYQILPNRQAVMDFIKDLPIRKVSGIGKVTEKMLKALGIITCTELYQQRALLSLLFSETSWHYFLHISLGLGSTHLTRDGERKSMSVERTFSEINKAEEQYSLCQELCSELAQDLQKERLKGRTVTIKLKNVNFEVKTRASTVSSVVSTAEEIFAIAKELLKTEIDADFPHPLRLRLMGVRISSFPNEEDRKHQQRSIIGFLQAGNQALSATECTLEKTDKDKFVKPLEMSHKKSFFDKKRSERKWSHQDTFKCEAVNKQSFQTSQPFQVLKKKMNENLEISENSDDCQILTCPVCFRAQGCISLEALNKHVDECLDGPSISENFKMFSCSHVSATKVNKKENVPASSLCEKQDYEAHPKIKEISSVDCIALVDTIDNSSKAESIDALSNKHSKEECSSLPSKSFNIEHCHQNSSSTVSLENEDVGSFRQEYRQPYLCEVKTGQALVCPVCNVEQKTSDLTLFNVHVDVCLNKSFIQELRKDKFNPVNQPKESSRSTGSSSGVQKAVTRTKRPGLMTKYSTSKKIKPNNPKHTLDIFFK
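10 nM Pol kappa was preincubated with compounds for 15 min at room temperature. Reaction started with 50 nM (final) substrate. Fluorescence read kinetically at 0 and 10 min.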
Pol beta inh: inhibitors of human DNA polymerase beta | Potency, µM (top dose mostly 114 µM), without a hit: top-dose activity change, negative = inhibition, most hits filed as inhibitors | Pol beta primer extension/strand displacement, fluorescence kinetic | P06746 | hit rate 1.3% among 340,000; also: % is scaled to controls: 0 for no effect and ±100 for the full control effect
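Pol beta (10 nM) and compounds were preincubated 15 min at room temperature, then 50 nM substrate (final) started primer extension/strand displacement. Reads were taken at 0 and 10 min; concentration-response data were fitted to a four-parameter Hill equation.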
POLI inh: DNA polymerase iota (human) inhibition | Q9UNA4 | Pol iota fluorescent replication assay, 10 min | Potency, µM (series often up to 115 µM), inactives show top-dose activity, negative = inhibition, hits mostly inhibitors | hit rate 1% among 390,000
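Fluorescent replication assay read twice, at 0 min and 10 min after adding 50 nM (final) substrate. Enzyme (10 nM) and compounds were first incubated 15 min at room temperature; enzyme-free buffer wells were negative controls.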
BAZ2B block: inhibitors of human BAZ2B bromodomain; Q9UIF8; AlphaScreen BAZ2B-H3K14Ac peptide displacement; Potency, µM (titrated, usually from 114 µM), for inactives: at the top dose activity change, negative = inhibition, most hits filed as inhibitors; hit rate 4.4% among 360,000; AID 504333; also: % is scaled to controls: 0 for no effect and ±100 for the full control effect; nearly all actives have a fitted effect of over 60% in size
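AlphaScreen displacement of biotin-H3(5-23)K14Ac peptide (50 nM final) from BAZ2B (50 nM final) in PBS pH 7.4, 0.01% Tween-20; complex preformed 30 min RT, then compounds (top 110 uM) 30 min RT, beads 20 min dark.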
POLH inh: inhibitors of human DNA polymerase eta; hit rate 1.2% among 390,000; AID 588591; recombinant Pol eta, fluorescent DNA replication assay; Potency, µM (titrated, usually from 114 µM), for the others: top-dose activity change, negative = inhibition, hits mostly inhibitors; Q9Y253; also: % is scaled to controls: 0 for no effect and ±100 for the full control effect
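Pol eta (10 nM) was preincubated with compounds for 15 min at room temperature, after which fluorescent replication substrate (50 nM final) was added to start the reaction. Fluorescence was read kinetically at 0 and 10 min.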
* hit, by the source's call; u = inconclusive; x = not tested or not shown; & = joins results of further samples; ! = not confirmed by another sample; [ ] = dose if it differs, or a comment. Calls follow the shape of the dose curve; as a rule, active = well fitted curve in the direction sought with a large enough effect; inconclusive = small, poorly fitted or top-dose-only effect, or another doubt; inactive = no such curve, though single readings can be large; an effect the other way counts as inactive or inconclusive. Potency is read from the fitted curve at half-maximal effect.

JMJD2A Tudor	G9a block	BLM inh	APEX1 inh	Pol kappa inh	Pol beta inh	POLI inh	BAZ2B block	POLH inh	SMILES
-8%	-12%[59 µM]	0%	14%	-1%	1%	69%[activator]	-1%	-15%	Nc1nccc(/C=C/c2c(F)cccc2Cl)n1
-26%	16µM*	-1%	x	11%	3%	13%	50µM*	1%	CCCS(=O)(=O)Nc1cc2c(cc1NCc1ccccc1)n(C)c(=O)n2C
x	12%[0.501 µM]	-3%	-3%	3%[60.1 µM]	x	x	x	x	CN(C)Cc1ccccc1-c1cncnc1Nc1ccncc1
-28%	u	-2%	x	-20%	1%	11%	x	-4%	Cc1nn(-c2ccccc2)c2c1cc1c(=O)[nH]c(=O)nc-1n2-c1cccc(Cl)c1
-10%	38%	-4%	22%	-3%	15%	9%	-1%	-7%	O=C(CN1C(=O)C2C3CCC(C3)C2C1=O)OCC(=O)c1ccccc1 (stereo unspecified)
-1%	26%	-2%	-8%	-2%	23%	u	-8%	-4%	O=C(CS(=O)(=O)c1cn(CC(=O)N2CCCC2)c2ccccc12)Nc1ccccc1
2%	3%	x	11%	1%	x	25%	12%	-11%	Nc1c(C(=O)Nc2ccc3c(c2)OCCO3)nnn1Cc1ccc(F)cc1
-6%	12%[59 µM]	-21%	0%	-22%	6%	54%[activator]	4%	2%	COc1ccc(C(=O)Cc2nnc(C)s2)c(OC)c1
3%	25%[59 µM]	1%	5%	-17%	-23%	137%[activator]	1%	-11%	CCN1CNC(=S)N(c2ccccc2OC)C1
-14%[11.4 µM]	x	x	x	-6%	x	42%[activator]	x	-14%	CCOC(=O)c1c(NC(=O)CN2CCN(c3cccc(Cl)c3)CC2)sc(C)c1C
-2%	-4%	1%	-4%	-3%	9%	14%	-4%	-4%	CC1(C)CC(=O)c2cnc(N3CCN(c4ccccc4)CC3)nc2C1
u	45µM*	-4%	-6%	-24%	2%	8%	u	12%	Cc1c(-c2ccccc2)cn2c1-c1ccc(C)n1CC2
-6%	-29%	2%	-1%	0%	-9%	50%[activator]	-1%	-17%	Cc1ccc(CNC(=O)Nc2ccc3c(c2)N(C)C(=O)CS3)cc1
-13%	22%[59 µM]	4%	x	-5%[60.1 µM]	u	5%	-6%	-23%	COCCCNC(=O)CSC1=Nc2ccccc2C2=NC(CCC(=O)NCc3ccccc3OC)C(=O)N12 (stereo unspecified)
-17%	-3%	-1%	5%	4%	5%	16%	9%	-1%	CC(C)(C)S(=O)c1cccs1 (stereo unspecified)
x	9%[59 µM]	2%	2%	x	10%	x	2%	x	CCC(=O)NCCNc1ccc([N+](=O)[O-])cn1
-8%	50µM*	x	6%	-4%	x	3%	-4%	-19%	O=C(CN1C(=O)C2CC=CCC2C1=O)Nc1ccccc1N1CCCC1 (stereo unspecified)
-27%	-4%	-3%	4%	-7%	12%	4%	13%	10%	CCOc1ccc(N2C(=O)CSC23CCCCC3)cc1
-5%	x	1%	7%	-3%	41%	112%[activator]	-7%	-15%	Cc1cc(F)ccc1S(=O)(=O)N1CCCOC1CNC(=O)C(=O)NC1CCCC1 (stereo unspecified)
-18%	1%	-3%	3%	-25%	35%	5%	3%	-20%	COc1ccc(C(=O)N2CC(=O)Nc3ccc(C)cc3C2c2ccccc2)cc1 (stereo unspecified)
-10%	-4%[12.7 µM]	-1%	-2%	-5%	10%	37%[activator]	1%	-23%	O=C(N/C(=C/c1ccc(Cl)cc1)C(=O)N1CCCC1)c1ccccc1
-20%	6%[0.501 µM]	x	0%	-15%	x	9%	8%	-9%	O=c1oc(CCO)cc2ccc(-c3ccc4[nH]ccc4c3)cc12
-25%	5%[59 µM]	-5%	-12%	-12%	-27%	-1%	-10%	-11%	COC(=O)c1cc(S(=O)(=O)N2CCN(c3ccccc3F)CC2)c[nH]1
u	u	-5%	-10%	-2%	-19%	-12%	-27%	-14%	N#CC1=C(N)N(c2ccc(Oc3ccccc3)cc2)C(=O)C1
-15%[11.4 µM]	u	-2%	-4%	-18%	11%	-1%	-13%	-4%	O=C(CSc1nnc(Cc2cccs2)n1C1CCCCC1)N1CCCc2ccccc21
18µM*	-6%	-6%	72%[activator]	-13%	-1%	-5%	u	-11%	CCCC1=Nc2cc(C(=O)N3CCCC3)ccc2Sc2ccc(C)cc21
-1%	-24%	x	29%	6%	x	29%	-2%	-4%	CC(Oc1ccc(C(=O)c2ccccc2)cc1)C(=O)N1CCOCC1 (stereo unspecified)
-10%&-4%	79µM*!	-1%&-4%	-2%	-2%&-34%	u	u	-2%&0%	-14%&-13%	COc1ccc(NC(=O)CSc2nnc(N)s2)cc1
-28%	25%	-3%	4%	-3%	-7%	23%	1%	-12%	Brc1cc2c(cc1/C=N/Nc1nc3ccccc3s1)OCO2
16%	31%[0.501 µM]	-11%	-4%	-8%	1%	-12%	7%	-16%	COc1ccc(C(=O)C(OC(=O)c2ccccc2)c2ccccc2)cc1 (stereo unspecified)

Single values from the results shown.
Entry of O=c1oc(CCO)cc2ccc(-c3ccc4[nH]ccc4c3)cc12 in Pol kappa inh: -15%
Entry of Cc1nn(-c2ccccc2)c2c1cc1c(=O)[nH]c(=O)nc-1n2-c1cccc(Cl)c1 in Pol kappa inh: -20%

Part of the list above, comma-delimited.
SMILES,JMJD2A Tudor,G9a block,BLM inh,APEX1 inh,Pol kappa inh,Pol beta inh,POLI inh,BAZ2B block,POLH inh
O=c1oc(CCO)cc2ccc(-c3ccc4[nH]ccc4c3)cc12,-20%,6%[0.501 µM],x,0%,-15%,x,9%,8%,-9%
COC(=O)c1cc(S(=O)(=O)N2CCN(c3ccccc3F)CC2)c[nH]1,-25%,5%[59 µM],-5%,-12%,-12%,-27%,-1%,-10%,-11%

New compounds follow:
JMJD2A Tudor	G9a block	BLM inh	APEX1 inh	Pol kappa inh	Pol beta inh	POLI inh	BAZ2B block	POLH inh	SMILES
1%	-4%[59 µM]	-6%	x	6%	21%	20%	2%	-2%	CCc1ccc(NC(=O)CSc2nc3ncccc3[nH]2)cc1
-1%	-6%[59 µM]	x	-2%	-14%	x	6%	6%	-11%	N#CCSc1ccccc1NC(=O)COC(=O)CCN1C(=O)C2CC=CCC2C1=O (stereo unspecified)
-21%	x	x	x	-11%	x	5%	x	u	CC(=O)Nc1ccc(NC(=O)CSc2nc(=O)n(Cc3cccnc3)c3c2CCC3)cc1
27%	63%[activator]	-10%	45%[activator]	-10%	-13%	26%	24%	-17%	CCCOC(=O)c1ccc(NC(=O)CN(C)Cc2cccs2)cc1
-10%	16%[2.33 µM]	x	11%	-12%	x	11%	-4%	-12%	COc1cccc(C(CNC(=O)C2CCN(C(=O)Nc3ccccc3)CC2)N(C)C)c1 (stereo unspecified)
-15%	26%	1%	7%	-2%	1%	27%	-21%	-22%	CCCc1cc(=O)oc2c(C)c(OC(C)C(=O)NCC(O)c3ccccc3)ccc12 (stereo unspecified)
u	u	-3%	-4%	-5%	79µM*	u	71µM*	-12%	O=C(O)COc1ccccc1/C=N/NC(=O)CSc1nc2ccccc2n1Cc1ccccc1Cl
-31%	u	-7%	-4%	-21%	-30%	-7%	-28%	-6%	C=C1CCC2C(C)(C)[C@H](O)CC[C@@]2(C)[C@@H]1COc1cc(=O)oc2ccccc12 (stereo partly specified)
89µM*	u	81%[activator]	-4%	-11%	32µM*	u	u	u	CCN1/C(=C/c2ccc3ccc(C)cc3[n+]2CC)Sc2ccccc21
-6%[57.1 µM]	u	3%	1%	0%	-3%	-3%	-27%	-24%	Cc1onc(-c2ccccc2)c1C(=O)n1nnc2ccccc21
-3%	13%	1%	12%	1%	14%	20%	-4%	-25%	O=C1COc2ccc(S(=O)(=O)N3CCCCC3)cc2N1
1%	6%[59 µM]	x	27%	-14%	x	18%	2%	-5%	CC(OC(=O)c1cc(=O)[nH]c2ccccc12)C(=O)NC1CCCC1 (stereo unspecified)
-15%	6.3µM*	-7%	x	-20%	1%	-16%	6%	-14%	CCOC(=O)c1c(NC(=O)CSc2nc(-c3ccccc3)cc(C(F)(F)F)n2)sc(C)c1C
-11%	40µM*	-1%	1%	-16%	10%	-17%	-4%	0%	CCC(c1nnc(SCC(=O)NCCc2ccc(Cl)cc2Cl)o1)N(C)C (stereo unspecified)
5%	0%	-3%	-5%	3%	9%	19%	13%	-20%	O=C(c1ccccc1)N1CCN(C(=O)c2cc3nc(-c4ccccc4)cc(C(F)(F)F)n3n2)CC1
-16%	-1%[59 µM]	-1%	x	6%	13%	29%	0%	-15%	O=C(CCC1N=C2c3ccccc3N=C(SCC(=O)Nc3ccccc3F)N2C1=O)NCc1ccccc1 (stereo unspecified)
-9%	10µM*	-13%	5%	-6%	17%	134%[activator]	-34%	u	CCOCCCNC(=S)N(Cc1ccccc1)Cc1nc2ccccc2c(=O)[nH]1
18%	37%[59 µM]	x	-7%	-3%	x	-25%	17%	-11%	CCN(C(=O)COC(=O)c1ccccc1NCCO)c1cccc2ccccc12
-1%	17%[59 µM]	5%	3%	-3%	u	7%	8%	17%	CCOc1ccc(OCC)c(NC(=O)CSc2nnnn2CC)c1
0%	-30%	1%	0%	-6%	4%	31%[activator]	5%	-12%	CCOC(=O)CC(=O)Nc1nnc(C(C)C)s1
5%	4%	-7%	34%	4%	u	25%	-1%	-23%	CC(c1ccco1)N(C(=O)c1cc(Cl)cc(Cl)c1)c1ccccn1 (stereo unspecified)
-9%	11%[59 µM]	-3%	x	-3%	8%	20%	-4%	14%	COc1cc(OC)cc(-c2cc3nc(C)c(CCC(=O)Nc4ccc(C(C)=O)cc4)c(C)n3n2)c1
-14%	u	-2%	13%	-3%	2%	6%	4%	-14%	Cc1ccccc1N1C(=O)C2ON(c3ccccc3)C(c3cccnc3)C2C1=O (stereo unspecified)
-14%	13µM*	0%	-2%	-5%	28µM*	-13%	-9%	u	O=C(COC(=O)c1cc(-c2ccco2)nc2ccccc12)NCc1ccc2c(c1)OCO2

Quoted at random: 2 entries already listed, in no set order.
JMJD2A Tudor	G9a block	BLM inh	APEX1 inh	Pol kappa inh	Pol beta inh	POLI inh	BAZ2B block	POLH inh	SMILES
-1%	-6%[59 µM]	x	-2%	-14%	x	6%	6%	-11%	N#CCSc1ccccc1NC(=O)COC(=O)CCN1C(=O)C2CC=CCC2C1=O (stereo unspecified)
5%	4%	-7%	34%	4%	u	25%	-1%	-23%	CC(c1ccco1)N(C(=O)c1cc(Cl)cc(Cl)c1)c1ccccn1 (stereo unspecified)

These rows are one share of the data; rates above refer to the full screens.
